Compound activity as filed in PubChem BioAssay.
Growth percent in the NCI-60 one-dose screen (48 h, 10 µM unless noted): 100 = growth as untreated, 0 = no growth, -100 = all killed.
NCI-H322M = NCI-H322M lung cancer. actives 2.7% (n = 80,000). AID 1794733
HT29 = HT29 colon cancer; AID 1794748; actives 7.4% (n = 81,000)
COLO 205 = COLO 205 colon cancer; actives 7.3% (n = 79,000); AID 1794742
KM12 = KM12 colon cancer cells; actives 5% (n = 82,000)
SW-620 = SW-620 colon cancer; actives 5.2% (n = 82,000)
SNB-75 = SNB-75 CNS cancer; AID 1794750; actives 5% (n = 79,000)
HCT-116 = HCT-116 colon cancer; actives 7.3% (n = 82,000); AID 1794798
HCC-2998 = HCC-2998 colon cancer; actives 4.7% (n = 79,000); AID 1794799
HCT-15 = HCT-15 colon cancer. actives 5.2% (n = 82,000). AID 1794746
Numbers without * were called inactive; nt = no result given; & = joins results of further samples; ! = not active in a repeat. The calls were made as follows: active = growth percent below 10; inactive = the rest. Some of the compounds tested; the hit share may differ from the screen's.

(1) O=C(O)/C=C/c1ccc(O)cc1
(2) Cn1cc(C(=O)c2nc(-c3cn(C)c4ccc(F)cc34)no2)c2ccccc21
(3) O=C(O)C1(Cc2cccc(Nc3nccs3)n2)CCC(Oc2cccc(Cl)c2F)CC1 (configuration not stated)
(4) Cn1c(=O)n(-c2ccc(C(C)(C)C#N)cc2)c2c3cc(-c4cnc5ccccc5c4)ccc3ncc21
(5) NCCCC[C@H](N)C(=O)O
(6) O=C(Nc1ccc(Oc2ccc(Cl)c(F)c2)cc1)c1ccc2nc(NC(=O)c3ccc(NCCc4ccccc4)c([N+](=O)[O-])c3)sc2c1
(7) COc1cc(OC)c(/C=C/S(=O)(=O)Cc2ccc(OC)c(NCC(=O)O)c2)c(OC)c1
(8) Cc1cc(C)cc(OCC2CNC(=O)O2)c1 (configuration not stated)
(9) NC(N)=NC(=O)Cc1c(Cl)cccc1Cl
(10) CC(C)n1nc(-c2ccc3oc(N)nc3c2)c2c(N)ncnc21

Compound,1,2,3,4,5,6,7,8,9,10
NCI-H322M,130,91,76,-0.6*,100,97,47,116&104,102,-7.3*
HT29,98,93,63,-11*,106,78,0.3*,108&107,100,4.1*
COLO 205,117,112,60,-4.0*,115,111,-62*,131&110,131,-3.0*
KM12,111,86,19,-9.8*,112,88,5.1*,131&103,104,-0.4*
SW-620,103,94,75,3.1*,106,102,25,104&101,108,6.4*
SNB-75,88,92,96,-24*,119,99,18,101&112,96,-51*
HCT-116,98,102,45,13&17,105,81,6.4*,105&111,98,7.9*
HCC-2998,103,104,95,7.1*,109,111,5.8*,128&103,104,9.0*
HCT-15,115,81,71,9.7*!,104,77,12,111&101,111,1.0*

(11) Cn1cc(-c2nnc(-c3cn(C)c4ncccc34)o2)c2cc(Br)ccc21
(12) C=C1c2cccc(O)c2C(O)=C2C(=O)[C@]3(O)C(O)=C(C(N)=O)C(=O)[C@@H](N(C)C)[C@@H]3[C@@H](O)[C@H]12
(13) O=C(/C=C/c1ccc(Cl)cc1Cl)c1ccc(Cl)c(Cl)c1
(14) COc1ccccc1OCCNCC(O)COc1cccc2[nH]c3ccccc3c12 (configuration not stated)
(15) O=C(Nc1ccc(OCc2ccc(Cl)cc2)cc1)c1ccc2nc(NS(=O)(=O)c3ccc4ccccc4c3)sc2c1
(16) C#C[C@]1(O)CCC2C3CCC4=CC(=O)CC[C@@H]4C3CC[C@@]21CC (some centres not stated)
(17) C[C@@H](N)c1ccc(C(=O)Nc2ccnc3[nH]ccc23)cc1
(18) COc1cc(Nc2ncc3c(n2)-c2ccc(Cl)cc2C(c2c(F)cccc2OC)=NC3)ccc1C(=O)O
(19) CCOC(=O)C(C)O/N=C(C)/C=C/c1ccc(Cl)cc1 (configuration not stated)
(20) O=C(Nc1ccc(OCc2cccc(Cl)c2)cc1)c1ccc2nc(NC(=O)c3ccc(NCCc4ccccc4)c([N+](=O)[O-])c3)sc2c1

Compound,11,12,13,14,15,16,17,18,19,20
NCI-H322M,94,85,92,86,97,nt,42,90,102,97
HT29,115,95,103,37,107,96,32,41,109,61
COLO 205,105,98,110,36,105,117,5.3*,8.9*,107,107
KM12,92,90,100,89,102,99,30,28,111,87
SW-620,99,87,107,102,103,114,20,55,97,101
SNB-75,65,87,86,84,79,90,6.4*,92,95,72
HCT-116,98,78,86,57,102,95,14,45,104,82
HCC-2998,103,92,112,51,101,115,nt,88,107,104
HCT-15,98,83,100,77,99,111,68,37,97,68

(21) CCCOC(=O)c1ccc(O)cc1
(22) O=C(NC[C@H](O)CO)c1ccncc1Nc1ccc(I)cc1F
(23) CC(=O)Nc1ncc([N+](=O)[O-])s1
(24) COc1c(O)cc2c(c1O)[C@H]1O[C@H](CO)[C@@H](O)[C@H](O)[C@@H]1OC2=O
(25) CCCCCCCC/C=C\CCCCCCCC(=O)O
(26) O=C(/C=C/c1ccc(Cl)nc1)c1ccc(Cl)cc1Cl
(27) CC[C@]1(O)C[C@@H]2CN(CCc3c([nH]c4ccccc34)[C@@](C(=O)OC)(c3cc4c(cc3OC)N(C)[C@H]3[C@@](O)(C(=O)OC)[C@H](OC(C)=O)[C@]5(CC)C=CCN6CC[C@]43[C@@H]65)C2)C1
(28) CCCCOc1ccc(CC(=O)NO)cc1
(29) CCn1cc(C(=O)O)c(=O)c2cc(F)c(N3CCNCC3)nc21
(30) CC(O)CC(=O)O (configuration not stated)

Compound,21,22,23,24,25,26,27,28,29,30
NCI-H322M,105,20,102&99&112,128,120,100,40,96,112,105
HT29,101,8.1*,112&108&104,110,111,76,8.1*,104,109,106
COLO 205,105,-8.7*,112&123&120,116,121,111,-11*,108,98,108
KM12,104,17,108&108&107,117,110,76,8.6*,86,96,107
SW-620,102,17,105&118&109,106,101,-33*,23,106,100,107
SNB-75,93,73,93&89&96,117,96,108,3.8*,86,104,107
HCT-116,97,9.8*,96&105&111,110,114,37,7.9*,95,106,112
HCC-2998,103,2.1*,109,100,119,114,0.2*,95,100,101
HCT-15,108,44,99&94&108,112,107,69,15,86,103,106

(31) COc1ccc(/C=C/C(=O)O)cc1
(32) Nc1c2ccccc2nc2ccccc12 (tested in a mixture with another compound)
(33) Cn1c(NC(=O)CN2CCN(c3cc4c(cc3F)c(=O)c(C(=O)O)cn4C3CC3)CC2)cc(=O)n(C)c1=O
(34) COc1ccc(-c2cnc3c(-c4cccc5ncccc45)cnn3c2)cc1
(35) O=C(Nc1ccc(Cl)c(C(F)(F)F)c1)Nc1ccc2nc(NS(=O)(=O)c3ccc4ccccc4c3)sc2c1
(36) OCc1ccccn1
(37) NC(=O)C[C@H](N)C(=O)O
(38) COC(=O)C(C)(C)C1Oc2ccc(F)cc2C(=O)/C1=C\NS(=O)(=O)c1ccc(C)cc1 (configuration not stated)
(39) CC(C)(CO)C(O)C(=O)NCCCO (configuration not stated)
(40) NC(N)=NCCCC(N)C(=O)O (configuration not stated)

Compound,31,32,33,34,35,36,37,38,39,40
NCI-H322M,132,30,98,43,86,105,117,98,107&106,113&98&117&107
HT29,132,0.0*,107,43,86,104,111,99,112&107&104,118&108&96&104&108&91
COLO 205,114,2.4*,105,88,nt,127,121,104,108&121&105,105&98&103&101&114&103
KM12,115,23,107,69,97,110,126,102,106&114&114,111&106&108&108&116&100
SW-620,108,16,99,74,94,104,107,97,106&101&102,114&103&108&92&102&106
SNB-75,89,32,nt,-13*,96,75,101,109,116&99&81,96&95&100&90&78
HCT-116,102,14,98,12,69,104,111,106,107&126&108,102&107&100&109&108
HCC-2998,106,29,90,91,93,109,105,98,110&105&103,107&100&105&107&103&103
HCT-15,100,15,93,72,94,109,113,102,106&110&102,109&107&108&105&103&102

Entries from the list above that contain a Cl atom, in the order listed:
(3) O=C(O)C1(Cc2cccc(Nc3nccs3)n2)CCC(Oc2cccc(Cl)c2F)CC1 (configuration not stated)
(6) O=C(Nc1ccc(Oc2ccc(Cl)c(F)c2)cc1)c1ccc2nc(NC(=O)c3ccc(NCCc4ccccc4)c([N+](=O)[O-])c3)sc2c1
(9) NC(N)=NC(=O)Cc1c(Cl)cccc1Cl
(13) O=C(/C=C/c1ccc(Cl)cc1Cl)c1ccc(Cl)c(Cl)c1
(15) O=C(Nc1ccc(OCc2ccc(Cl)cc2)cc1)c1ccc2nc(NS(=O)(=O)c3ccc4ccccc4c3)sc2c1
(18) COc1cc(Nc2ncc3c(n2)-c2ccc(Cl)cc2C(c2c(F)cccc2OC)=NC3)ccc1C(=O)O
(19) CCOC(=O)C(C)O/N=C(C)/C=C/c1ccc(Cl)cc1 (configuration not stated)
(20) O=C(Nc1ccc(OCc2cccc(Cl)c2)cc1)c1ccc2nc(NC(=O)c3ccc(NCCc4ccccc4)c([N+](=O)[O-])c3)sc2c1
(26) O=C(/C=C/c1ccc(Cl)nc1)c1ccc(Cl)cc1Cl
(35) O=C(Nc1ccc(Cl)c(C(F)(F)F)c1)Nc1ccc2nc(NS(=O)(=O)c3ccc4ccccc4c3)sc2c1

Compound,3,6,9,13,15,18,19,20,26,35
NCI-H322M,76,97,102,92,97,90,102,97,100,86
HT29,63,78,100,103,107,41,109,61,76,86
COLO 205,60,111,131,110,105,8.9*,107,107,111,nt
KM12,19,88,104,100,102,28,111,87,76,97
SW-620,75,102,108,107,103,55,97,101,-33*,94
SNB-75,96,99,96,86,79,92,95,72,108,96
HCT-116,45,81,98,86,102,45,104,82,37,69
HCC-2998,95,111,104,112,101,88,107,104,114,93
HCT-15,71,77,111,100,99,37,97,68,69,94

Following part
(41) COc1ccc(C2=NN(c3ccc(S(N)(=O)=O)cc3)C(c3ccccc3)C2)c(OC)c1 (configuration not stated)
(42) CCc1nc(-c2cccc(C)c2)c(-c2ccnc(NC(=O)c3ccccc3)c2)s1
(43) CC(/C=C/c1ccccc1)=N\OCC(N)=O
(44) CN(C)/C(N)=N/C(=N)N
(45) CCCC[C@@H](CC)COC(=O)c1ccccc1O

Compound,41,42,43,44,45
NCI-H322M,91,90,100,92,111
HT29,93,56,102,102,108
COLO 205,107,nt,100,109,nt
KM12,85,77,106,108,108
SW-620,111,96,101,99,99
SNB-75,38,100,92,88,86
HCT-116,49,58,97,98,104
HCC-2998,96,75,110,105,117
HCT-15,95,44,100,100,94
